Assay outcomes deposited in PubChem by several laboratories.
Vif imaging: HIV Vif self-association inhibitors, primary screen, imaging, HEK293T, single point; HEK293T cells, Vif self-association by quenched fluorescence, 24 h; inhibition, % at 7.49 µM; hit rate 0.35% among 340,000; AID 602346, 2012; in the data active = inhibition above about 50%, passing the limit was not always enough; inconclusive = no clear call, values can overlap the other calls; inactive = below about 31%; note: some results filed as inactive read as strong as hits
MITF TRPM1 inh: inhibitors of MITF-dependent TRPM1 promoter reporter, primary screen, cell-based, SK-MEL-5, single point, luciferase. SK-MEL-5 TRPM1 promoter luciferase, 24 h. inhibition, % at 12.5 µM. hit rate 0.83% among 330,000. AID 488899, 2010;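 active = mean inhibition across replicates of 60% or more, whatever share of single replicates reaches that level; inconclusive = some that reach 60%, reason not given; inactive = mean inhibition across replicates below 60%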; note: values of inactives mirror those of a sister screen read the other way
Granule exo inh: LAMP-1 surface exposure blockers, TALL-104 cells – cell-based, flow cytometry, MLPCN library, primary screen. TALL-104 LAMP-1 surface exposure; cells stimulated with thapsigargin and PMA. inhibition, % at 10 µM. hit rate 0.66% among 360,000. AID 651702, 2012;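 active = inhibition above about 55%, limit read from the data; inconclusive = no clear call, values can overlap the other calls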
NR2E3 ag-1: inhibitors of NR2E3-RetCOR corepressor binding, primary screen, NR2E3 agonist project, biochemical, TR-FRET, GST-NR2E3, biotin-RetCOR | hit rate 0.12% among 320,000 | Photoreceptor-specific nuclear receptor (Homo sapiens), Q9Y5X4 | AID 2300, 2010 | inhibition of corepressor binding, % at 4.78 µM | 1536-well;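 active = percent inhibition above the cutoff of mean plus 3 SD of all tested compounds, set per screening campaign, cut at about 20% in these data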;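 note: 0% = DMSO wells and 100% = biotin wells as full block of FRET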
Target sequence (Q9Y5X4 whole entry, looked up): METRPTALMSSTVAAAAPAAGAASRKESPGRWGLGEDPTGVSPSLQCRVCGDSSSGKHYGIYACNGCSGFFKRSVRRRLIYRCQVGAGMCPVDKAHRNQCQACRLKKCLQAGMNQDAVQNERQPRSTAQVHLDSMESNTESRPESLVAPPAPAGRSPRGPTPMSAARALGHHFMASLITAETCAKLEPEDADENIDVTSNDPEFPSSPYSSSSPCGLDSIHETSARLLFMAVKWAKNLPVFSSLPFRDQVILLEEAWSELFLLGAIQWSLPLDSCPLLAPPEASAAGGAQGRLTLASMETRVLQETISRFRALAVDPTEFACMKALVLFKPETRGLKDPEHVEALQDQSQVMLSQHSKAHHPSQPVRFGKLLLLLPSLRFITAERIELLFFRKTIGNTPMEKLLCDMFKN
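Assay system: NR2E3–RetCOR corepressor complex. Quantity: 1.35 nM GST-NR2E3. Buffer or medium: pH 7.5 Tris-based buffer. Reagent: biotinylated RetCOR corepressor at 7 nM final. Schedule: 5 h at 4 °C. Detection: TR-FRET, emission read at 617 and 671 nm. Replicates: one well per compound, singlicate testing.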
CaV13 ICDI inh: Primary screen for inhibitors of IQ motif and Ca2+-dependent inactivation inhibitor domain binding in CACNA1D, Förster resonance energy transfer in living cells, …; HEK cells, CFP/YFP FRET ICDI-IQ, plate reader, 10 min; percent FRET-ratio fall versus neutral wells; inhibition, % at 12.3 µM; hit rate 0.098% among 340,000;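 active = mean replicate inhibition of at least 30% and at least 1% of replicates passing that level; inconclusive = only one of the two criteria is met; inactive = neither criterion is met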;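 note: 0% = median of the neutral control wells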
HIF-2a block: HIF-2a reporter inhibitors, primary screen, luminescence, 786-0 RCC cells | 786-0 RCC cells HIF-2a reporter, luciferase luminescence, overnight | inhibition, % at 18.8 µM | hit rate 0.72% among 360,000;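 active = inhibition of the luminescence signal of 40% or more relative to plate controls, in a single-dose primary screen at 18.75 µM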
aDG glyco act: activators of alpha-DG glycosylation, primary screen, uHTS, Pro5-aDG cells, AlphaScreen; AID 624168, 2012; hit rate 0.22% among 360,000; alpha-DG glycosylation AlphaScreen (IIH6); 0% Pro5, 100% B10-LARGE cell signal; activation, % at 10 µM;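 active = activation of at least 8% versus controls, or a plate z-score of at least 8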;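 note: Pro5 are CHO cells carrying HIG-tagged alpha-DG that lacks glycosylation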
Peg3 promoter: Peg3 promoter-driven luciferase inhibitors, primary screen, cell-based, HeLa, luciferase luminescence; HeLa PEG-Prom luciferase reporter, overnight; inhibition, % at 20 µM; hit rate 1.7% among 360,000; AID 588405, 2011;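 active = inhibition of at least 50% at 20 µM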
PDI turbidity: inhibitors of human PDI, primary screen, biochemical, turbidity, single point, plate reader; hit rate 0.052% among 350,000; PDI insulin aggregation turbidity, A650, 90 min; Protein disulfide-isomerase (Homo sapiens), P07237; AID 588391, 2011; inhibition, % at 10 µM;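 active = mean inhibition across replicates of 30% or more, whatever share of single replicates reach that level; inconclusive = mean inhibition below 30% while every single replicate reaches 30%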;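 note: absorbance from insulin aggregation driven by PDI reduction with DTT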
Target sequence (P07237 whole entry, looked up): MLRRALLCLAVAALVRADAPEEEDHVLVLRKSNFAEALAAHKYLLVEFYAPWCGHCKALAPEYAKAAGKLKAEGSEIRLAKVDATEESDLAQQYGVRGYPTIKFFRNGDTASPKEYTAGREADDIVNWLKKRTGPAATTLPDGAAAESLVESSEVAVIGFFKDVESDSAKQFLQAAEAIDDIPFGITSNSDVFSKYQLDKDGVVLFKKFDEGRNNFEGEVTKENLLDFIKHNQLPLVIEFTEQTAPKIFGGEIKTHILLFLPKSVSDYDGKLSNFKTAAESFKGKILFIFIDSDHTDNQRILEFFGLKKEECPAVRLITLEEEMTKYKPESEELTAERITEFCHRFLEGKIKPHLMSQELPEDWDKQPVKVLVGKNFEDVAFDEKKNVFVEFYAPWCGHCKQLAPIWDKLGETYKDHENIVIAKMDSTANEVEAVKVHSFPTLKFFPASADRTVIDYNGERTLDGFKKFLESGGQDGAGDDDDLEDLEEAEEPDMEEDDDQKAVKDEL
iPSC survival up: enhancers of single-cell hiPSC survival, primary screen, ATPlite luminescence; 100% = ROCK inhibitor wells, 0% = DMSO; survival enhancement, % at 20 µM; hit rate 0.044% among 360,000; in the data active = survival enhancement above about 18%;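 note: cells exposed to compounds for 16 hours before the ATP read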
NR2E3 ag-2: NR2E3 agonists in two-hybrid cells, primary screen, cell-based, luminescence, CHO-S, Gal4-NCOR/VP16-NR2E3; Photoreceptor-specific nuclear receptor (Homo sapiens), Q9Y5X4; hit rate 0.35% among 360,000; luciferase; inhibition of corepressor binding, % at 3.98 µM; AID 602229, 2012;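 active = inhibition above the mean of all tested compounds plus 3 SD, cut at about 70% in these data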;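 note: 0% = DMSO with NR2E3 transfected cells and 100% = cells lacking NR2E3 construct; higher means lower luciferase signal from less NR2E3 corepressor binding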
The depositor's hits bear a star; ? = inconclusive; / = not tested or not shown.

No.	Molecule	Vif imaging	MITF TRPM1 inh	Granule exo inh	NR2E3 ag-1	CaV13 ICDI inh	HIF-2a block	aDG glyco act	Peg3 promoter	PDI turbidity	iPSC survival up	NR2E3 ag-2
1	CCn1c(CC(=O)Nc2ccccc2)nnc1SCC(=O)NC1CCCC1	9	-11	-6	3	-5	12	0.2	-2	-1	-0.6	-9
2	CCn1c(C)[n+](CC)c2ccc(C(=O)N(C)c3ccccc3)cc21	-6	13	-7	-2	-7	9	-0.2	8	-8	2.6	-17
3	O=C(CCn1c(=O)sc2ccccc21)NCCN1CCOCC1	-10	-19	-3	3	-9	15	-0.2	12	/	0.1	7
4	O=C(CC1C(=O)NCCN1Cc1cccc(C(F)(F)F)c1)NC1CCOCC1 (stereo unspecified)	2	0	-3	/	-2	5	0.1	13	-3	0.5	-15
5	O=C(C1CCC1)N1CCc2cc(S(=O)(=O)N3CCCCC3)ccc21	2	-3	-2	-1	/	0	0.6	12	3	-2.2	-15
6	CN(Cc1cnn(C)c1)C(=O)CC1C(=O)NCCN1Cc1cccc(Oc2ccccc2)c1 (stereo unspecified)	/	1	1	2	-2	14	0.0	6	-5	0.1	1
7	O=C(NC(=S)Nc1ccc(O)cc1)c1cncc(Br)c1	-4	-31	-4	0	-3	-79	-0.1	-74	-3	-0.2	-64
8	COc1ccc(CCNc2oc(-c3ccc(OC)c(OC)c3)nc2P(=O)(OC)OC)cc1OC	/	-1	3	-2	-6	11	0.1	10	1	0.6	-17
9	Cc1ccc(NC(=O)c2cccc(NC(=O)CCC(=O)O)c2)cc1C	1	13	3	-1	-4	4	-0.2	9	-1	-2.0	15
10	Cc1ccc(NC(=O)CSCC(=O)OCc2cc(=O)oc3cc(O)ccc23)c(C)c1	4	-2	-4	-1	-6	7	0.0	6	27	-0.4	3
11	CCn1nnc2cc(C(=O)Nc3cc(Cl)ccc3C)ccc21	16	2	-1	2	-3	-22	0.4	-9	-26	-0.4	2
12	Cn1cnnc1SC1c2cccc3cccc(c23)C1NS(=O)(=O)c1ccccc1 (stereo unspecified)	-1	-2	3	1	-3	8	-0.1	23	2	-0.1	-37
13	COc1ccc2[nH]c(=O)c(CN(Cc3ccccc3)Cc3nnnn3CC3CCCO3)cc2c1 (stereo unspecified)	-1	-1	-2	2	-5	-64	-0.1	-42	6	-1.9	-17
14	O=C(N/N=C/c1ccc(N2CCOCC2)s1)c1ccccc1Br	4	10	7	-2	-18	-2	0.2	3	14	0.6	-25
15	CN(Cc1ccccc1)C(=O)CN1CCN(C(c2ccccc2)c2ccccc2)CC1	-1	-3	17	3	3	20	-0.1	24	-7	-0.8	11
16	COc1ccccc1NC(=O)Cn1cnc2sc(C(=O)Nc3cc(OC)c(OC)c(OC)c3)c(C)c2c1=O	-5	9	-1	1	-3	14	0.1	-16	4	0.4	-4
17	C=CCn1c(CSc2ccccc2[N+](=O)[O-])n[nH]c1=S	-22	19	-16	1	-18	-24	0.1	11	1	0.4	-26
18	Cc1cccc(C)c1C(O)c1ncc(-c2ccccc2Cl)[nH]1 (stereo unspecified)	/	/	-4	/	-7	-5	-0.5	3	-2	0.9	-13
19	Cc1ccc2[nH]cc(C(=O)CCl)c2c1	-5	48	0	-4	-5	16	1.4	108*	-14	-3.9	16
20	CCCCCCC(=O)NNC(=O)c1c(O)c2ccccc2n(CCC)c1=O	14	17	2	-3	-4	17	-0.4	6	-1	-0.5	-16
21	O=C(C(Cl)Cl)N1c2ccccc2OCC1c1ccccc1 (stereo unspecified)	-7	5	1	-3	/	9	0.5	59*	1	-3.4	37
22	Cc1ccc(N(CC2CO2)S(=O)(=O)c2ccc(C)cc2)cc1 (stereo unspecified)	1	15	0	-2	-5	5	0.3	0	-1	-1.4	-21
23	CCC(NC(=O)c1ccncc1)c1ccccc1 (stereo unspecified)	-3	-10	-3	-1	12	14	-0.2	2	8	0.8	-3
24	Cc1ccc2c(c1)C(=O)C(=O)N2Cc1ccccc1	-2	13	4	/	-4	8	0.6	2	-10	-1.6	0
25	CCCn1nnc(NC(=S)NC(=O)c2ccccc2OC)n1	-2	-4	5	/	-6	-67	0.3	-27	-9	-0.3	-20
26	Cc1ccc(-n2nnnc2SCC(=O)Nc2c(C)n(C)n(-c3ccccc3)c2=O)cc1	/	15	1	-2	/	3	0.0	3	-2	3.0	-7
27	COc1ccc(CC(=O)Nc2ccccc2N2CCCC2)cc1OC	-1	-4	0	-1	-3	14	0.3	7	7	-0.2	5
28	C=CCn1c(Cc2csc(N)n2)nnc1SCC(=O)Nc1ccc(C(=O)OCC)cc1	-7	-2	9	-2	-4	10	0.0	-2	-2	0.0	17
29	Cn1c(=O)c(Sc2ccc(Cl)cc2)c(O)c2ccccc21	6	17	-6	16	-4	12	0.2	8	-15	1.3	7
30	COc1ccc(CCn2c(NN=C3CCCCC3)nc3c2c(=O)[nH]c(=O)n3C)cc1	2	13	-6	-4	/	10	0.1	17	-2	-0.1	9
31	O=C(CN(c1ccc(F)cc1)S(=O)(=O)c1ccc2c(c1)OCCO2)NCc1cccnc1	0	7	-8	2	-5	9	0.2	4	-3	2.8	-19
32	CC1CCCN(S(=O)(=O)c2cccc(C(=O)NCC3CCCO3)c2)C1 (stereo unspecified)	20	0	2	/	-2	1	0.0	0	2	-2.7	9
33	O=C(C1=C[C@H](c2coc3ccccc3c2=O)C[C@H](OCCCCO)O1)N1CCOCC1	4	-6	7	-1	-9	7	0.2	-8	-5	0.9	-6
34	Cc1ccc2oc(C(=O)N3CCC(O)(c4ccccc4)CC3)c(C)c2c1	0	-5	-2	5	-3	-58	0.2	-34	-3	-0.1	-37
35	COc1ccc(CNC(=O)c2cnc(C)cn2)cc1	-1	-8	-1	-2	-5	-7	0.0	-12	-1	2.1	-15
36	O=C(NCC1CC1(Cl)Cl)Nc1ccc(Cl)c(Cl)c1 (stereo unspecified)	-5	-52	90*	4	-7	-294	0.1	-230	-5	-0.1	-66
37	COC(=O)/C(C(C)=O)=C(/C=C/C=C/N(C)C)N(C)C	9	4	-2	4	-8	15	0.0	6	-5	-0.1	-7
38	CCn1c2ccc(C)cc2c2nnc(NN)nc21	8	38	-7	3	-2	1	0.1	-8	-3	-0.9	-23
39	CCCn1nnnc1NC(=O)c1cccs1	6	-1	-2	-2	-4	21	-0.1	8	?	-1.0	2
40	CCNC(=O)c1ccc(C23CC4CC(CC(C4)C2)C3)o1	5	-2	-2	-4	-4	-19	-0.2	-32	5	-0.1	-15
41	C=C1CCN(C(C)C(=O)OC)S(=O)(=O)c2ccccc21 (stereo unspecified)	2	0	-9	4	-10	7	-0.1	9	2	8.5	-9
42	Cc1ccc(C)c2[nH]c(=O)c(CN(CCN3CCCC3)C(=O)Nc3cccc(Cl)c3)cc12	6	3	4	3	-6	14	-0.1	19	2	1.0	-14
43	Cc1ccc(SCCC(=O)Nc2cc(C)on2)cc1	12	-1	-3	0	-5	-2	0.3	-13	3	0.2	-23
44	Cc1cnc(C(=O)OC(C)C(=O)Nc2cccc3ccccc23)cn1 (stereo unspecified)	-10	2	-3	-1	-8	-7	-0.1	9	-4	0.5	12
45	CN(C(=O)COC(=O)c1ccccc1NCCO)C1CCS(=O)(=O)C1 (stereo unspecified)	/	-1	0	-5	-6	-12	-0.2	-4	3	-0.5	-4
46	CC(=O)CSc1nnc(-c2ccc(S(=O)(=O)N3CCOCC3)cc2)n1C	0	-7	-2	6	-4	10	-0.1	0	-12	0.2	-1
47	CCOc1ccc(C(C)=O)cc1CC(C(N)=O)C(N)=O	0	-1	0	0	/	16	0.1	10	-4	1.4	9
48	Cn1ncc(Cl)c1C(=O)N1CCN(S(=O)(=O)c2ccc(Cl)s2)CC1	2	-13	1	-4	-2	5	0.3	11	2	0.0	5
49	COCCN(C(=O)c1csnn1)C(C(=O)NC1CCCC1)c1ccccc1F (stereo unspecified)	5	3	-3	1	-3	16	0.0	11	-7	-0.6	-25
50	Cc1ccc2nc(-c3ccc(C#N)cc3)c(Cc3ccccc3)n2c1	/	/	-5	/	-5	-123	0.2	/	/	3.5	-46

Following part
No.	Molecule	Vif imaging	MITF TRPM1 inh	Granule exo inh	NR2E3 ag-1	CaV13 ICDI inh	HIF-2a block	aDG glyco act	Peg3 promoter	PDI turbidity	iPSC survival up	NR2E3 ag-2
51	COc1cc([N+](=O)[O-])cc(CN2CCCCC2)c1O	5	15	0	1	-8	5	-0.2	23	-6	1.5	11
52	O=S(=O)(Nc1cccc(-c2ccc(N3CCCCCC3)nn2)c1)c1cccc(F)c1	9	-94	1	-1	-15	-227	0.2	-187	-11	0.2	-67
53	C#CC(C)OCC1CNC(=S)O1 (stereo unspecified)	/	/	-4	/	-5	10	-0.1	1	-3	-2.8	5
54	Cc1cc2oc(=O)cc(CN3CCCc4ccccc43)c2cc1C	/	24	0	-1	-4	-20	-0.1	13	9	-1.4	-16
55	COCc1cc(C)nc(Nc2ccccc2OC)c1C#N	5	-9	-1	6	-5	-6	0.1	13	-5	0.4	-2
56	Cc1nc2ccccc2c(=O)n1CCc1ccc(O)cc1	4	10	6	-1	-4	0	0.0	-2	20	0.2	14
57	COc1cc2c(cc1OC)CN(C(=O)c1cc3ccccc3oc1=O)CC2	/	16	1	-1	-5	-21	-0.2	-8	-10	0.4	-84
58	CN1CCN(C(=O)C2CCCN(S(=O)(=O)c3ccc(Cl)cc3)C2)CC1 (stereo unspecified)	8	-9	0	4	-11	7	0.0	-11	2	-0.3	-17
59	COc1cccc(/C=N/NC(=O)c2cc(-c3ccccn3)nc3ccccc23)c1O	11	45	-2	3	-4	5	0.7	46	-5	2.6	-23
60	COC(=O)c1ccc(CSc2nnc(-c3ccncc3)o2)cc1	-6	-1	10	2	-3	10	0.2	4	-2	-0.5	8
61	COc1cc(OC)cc(C(=O)NCCC(c2ccccc2)c2ccccc2)c1	5	7	49	0	-4	2	0.1	16	-13	-0.7	13
